# NSD2 inh – blocks human histone methyltransferase NSD2; O96028; inhibition, % at 12.5 µM; 310,000 tested, 0.54% active; AID 743445; NSD2 peptide methylation, AlphaScreen, 120 min; in the data active means inhibition above about 50%
# CAL PDZ FP-1 – blocks peptide binding to human CAL PDZ domain; Q9HD26; purified CAL PDZ, TMR-peptide fluorescence polarization, 1 h; inhibition, % at 20 µM; 330,000 tested, 0.02% active; AID 504414;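 active means highest replicate inhibition of at least 40%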;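 further: plate controls were DMSO neutral control wells for no effect and unlabeled competitor peptide control wells for full effect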
#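 material = purified tagged CAL PDZ domain construct (CerCALP) | buffer or medium = sodium phosphate/NaCl buffer pH 7.4 with TCEP, IgG, Thesit | reagent = TMR-labelled reporter peptide T*-PRC34 bound in PDZ groove | incubation = 1 h room-temperature incubation prior to read | measured by = fluorescence polarization (mP) | evaluation = percent inhibition from loss of millipolarization | control set = unlabelled peptide and DMSO controls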
# LANA DNA inh – blocks KSHV LANA C-terminal domain binding to DNA; MBP-C-LANA/FAM-LBS DNA binding, fluorescence polarization; inhibition, % at 9 µM; 340,000 tested, 0.078% active; AID 504423;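 active means highest replicate inhibition at or above 60% at 9 µM, even if other replicates fall short; inactive means all replicates below 60% inhibition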;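 further: 0% = neutral control wells and 100% = 4 µM acridine orange control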
# DAGLB inhibitor – diacylglycerol lipase beta (human) inhibition. AID 504411. 340,000 tested, 0.059% active. Q8NCG7. inhibition, % at 5.17 µM. HEK293T DAGLB membrane lysate, EnzChek fluorogenic substrate; in the data active means inhibition above about 34%;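 further: 0% = enzyme with vehicle and 100% = wells lacking enzyme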
# V-ATPase pHluor – alters yeast V-ATPase proton transport. S. cerevisiae, pHLuorin cytosolic pH fluorescence. response, % at 10 µM. 350,000 tested, 0.37% active; in the data active means response mostly above about 7.3%, no sharp cut-off; inactive means mostly below about 5.4%; further: actives read high; inactives centre near 0; some compounds called inactive have numbers as strong as hits
# Arrestin-AP2 inh – blocks beta-arrestin peptide binding to AP2 adaptin; 340,000 tested, 0.31% active; inhibition, % at 10 µM; FITC-arrestin peptide / GST-AP2 beads, flow cytometry; AP2 beta2 appendage carries R879A mutation;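 active means inhibition above a set limit, near 3 SD of compounds lacking own fluorescence, cut at about 54% in these data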;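 further: plate controls were DMSO wells for no effect and 5 µM unlabelled arrestin peptide for full effect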
#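 System: GST-AP2 R879A bound to glutathione beads, E. coli-expressed. Also added: 50 nM FITC-arrestin peptide. Schedule: compound with beads 12 min RT, then probe 1 h RT. Signal: bead flow cytometry, FITC channel. Read-out basis: percent response.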
# CAL PDZ FP-2 – blocks peptide binding to the human CAL PDZ domain; inhibition, % at 24.9 µM; AID 602252; purified CAL PDZ, TMR-peptide fluorescence polarization, 1 h; 300,000 tested, 0.92% active;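 active means mean inhibition of at least 30% with at least half of replicates also reaching 30%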;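 further: 0% = DMSO neutral control and 100% = excess unlabeled competitor peptide PRC23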
# RTF Ca sens inh – cardiac RTF calcium desensitization | IANBD-labeled cardiac RTF, Ca2+ fluorescence | 340,000 tested, 0.12% active | P19429+P45379 | inhibition, % at 7.15 µM | AID 493244;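 active means inhibition above the mean inhibition of all tested compounds plus 3 SD, cut at about 17% in these data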;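 further: assay run at fixed EC70 calcium of 1.6 mM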
# Keap1-Nrf2 PPI – disrupts human Keap1 binding to Nrf2 peptide; inhibition, % at 9.4 µM; Q14145; 340,000 tested, 0.15% active; Keap1 Kelch-Nrf2 peptide fluorescence polarization, 1536-well; in the data active means inhibition above about 12%;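 further: human Keap1 Kelch domain with fluorescein labeled Nrf2 9mer peptide probe; 0% = neutral control wells and 100% = peptide positive control; higher means more block of Keap1 binding to Nrf2 peptide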
# DSG3 Ab inh – inhibitors of pemphigus antibody binding to human desmoglein-3; AID 588358; P32926; 310,000 tested, 0.48% active; binding (percent of control), % at 10 µM; DSG3-coupled beads, scFv-anti-DSG3-GFP binding, flow cytometry; stronger effect = lower value;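 active means binding more than 3 SD below its plate's average and above zero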;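 further: hits lower antibody fragment binding to DSG3; some compounds called inactive have numbers as strong as hits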
# Target sequence (P32926 whole entry, looked up, the tested form may be a part): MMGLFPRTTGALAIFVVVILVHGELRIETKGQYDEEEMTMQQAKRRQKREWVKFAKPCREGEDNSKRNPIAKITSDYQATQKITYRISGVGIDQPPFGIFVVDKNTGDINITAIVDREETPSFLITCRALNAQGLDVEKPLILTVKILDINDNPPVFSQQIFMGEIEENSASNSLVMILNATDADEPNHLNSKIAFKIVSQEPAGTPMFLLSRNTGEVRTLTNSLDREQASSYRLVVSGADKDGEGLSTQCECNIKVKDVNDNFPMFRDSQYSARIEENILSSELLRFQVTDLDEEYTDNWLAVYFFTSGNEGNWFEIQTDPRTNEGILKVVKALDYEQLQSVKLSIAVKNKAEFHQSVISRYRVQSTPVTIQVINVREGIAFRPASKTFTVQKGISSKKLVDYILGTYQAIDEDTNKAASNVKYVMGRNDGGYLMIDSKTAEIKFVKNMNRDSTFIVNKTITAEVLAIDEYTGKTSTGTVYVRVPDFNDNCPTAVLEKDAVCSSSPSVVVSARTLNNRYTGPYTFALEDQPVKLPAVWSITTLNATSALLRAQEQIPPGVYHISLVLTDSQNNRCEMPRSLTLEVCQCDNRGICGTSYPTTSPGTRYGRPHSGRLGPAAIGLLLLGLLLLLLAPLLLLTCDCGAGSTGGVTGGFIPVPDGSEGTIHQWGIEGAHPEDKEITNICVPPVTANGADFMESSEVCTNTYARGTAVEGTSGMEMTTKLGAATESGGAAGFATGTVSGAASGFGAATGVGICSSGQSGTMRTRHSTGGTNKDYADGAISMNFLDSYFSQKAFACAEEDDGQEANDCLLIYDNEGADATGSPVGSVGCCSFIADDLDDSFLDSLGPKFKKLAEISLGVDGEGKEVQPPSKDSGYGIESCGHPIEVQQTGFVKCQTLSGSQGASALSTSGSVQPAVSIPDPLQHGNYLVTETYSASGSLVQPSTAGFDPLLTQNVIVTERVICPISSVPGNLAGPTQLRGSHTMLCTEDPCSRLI
# An asterisk follows results filed as active; / = not tested or not shown. Some of the compounds tested, so the mix of outcomes need not match the whole.
Compound	NSD2 inh	CAL PDZ FP-1	LANA DNA inh	DAGLB inhibitor	V-ATPase pHluor	Arrestin-AP2 inh	CAL PDZ FP-2	RTF Ca sens inh	Keap1-Nrf2 PPI	DSG3 Ab inh
N#CCCn1c(SCC(=O)NCc2ccco2)nc2ccccc21	0	-0.1	0.2	-1	1	2	/	3	-7	105
O=C1/C(=C/C=C/c2ccccc2)Oc2c1ccc(O)c2CN1CCN(CCO)CC1	/	-3.2	4.0	-4	-4	-8	-4	-56	-33	84
O=C(COc1ccc([N+](=O)[O-])cc1)Nc1cc(S(=O)(=O)N2CCCCC2)ccc1N1CCCCC1	2	-0.2	0.0	-1	3	-7	-7	-14	-3	103
CC1CC2(CCCCC2)N2C(=O)C(=O)c3cccc1c32 (stereo not given)	12	-0.3	-1.0	13	-2	-5	/	-2	-2	105
CC(=O)Nc1ccc(C23CC4CC(CC(C4)C2)C3)cc1	-2	-0.9	-2.2	1	1	7	6	-10	2	131
CCOC(=O)c1ccc(NC(=S)N2CCC(O)CC2)cc1	1	-0.9	-1.4	1	-2	-11	-3	-13	0	92
S=c1[nH]nc(Cc2sc(-c3ccccc3)nc2-c2ccccc2)o1	9	-1.0	-1.2	13	-5	-13	-5	-3	1	/
COc1cccc2sc(N(CCN(C)C)C(=O)c3ccc(S(=O)(=O)N4CCCC4)cc3)nc12	4	-2.0	0.1	-1	-4	2	-1	2	1	100
CC1Cc2ccccc2N1C(=O)CCN1C(=O)C2C3C=CC(C3)C2C1=O (stereo not given)	11	-2.0	-1.3	-1	-5	-2	1	-7	-1	106
Cc1ccc(NC(=O)CSc2ncc3ccccn23)cc1	0	-0.9	1.5	0	3	-4	/	-17	-2	108
CCN(C(=O)CCN1C(=O)/C(=C/c2ccccc2)SC1=S)C1CCS(=O)(=O)C1 (stereo not given)	2	-2.1	-1.3	5	4	-2	-2	8	2	/
C#CCn1c(S(=O)(=O)Cc2ccc(C)cc2)nc(-c2ccccc2)c1-c1ccccc1	4	-0.9	0.5	-10	-2	2	-6	3	3	101
CCc1nnc(NC(=O)c2ccc(NS(=O)(=O)c3ccccc3)cc2)s1	2	-0.3	-0.9	0	1	5	-1	-4	-3	98
Cc1ccc(-c2csc(NC(=O)CCNC(=O)c3ccco3)n2)cc1	1	-4.9	-4.0	1	3	-8	-2	-5	-4	98
O=C(COc1ccc(S(=O)(=O)NCc2ccccc2)cc1Cl)NCc1ccncc1	-10	-1.5	-0.8	1	0	20	-3	-10	2	/
Cc1ccc(-c2nnc(-c3ccccc3Br)o2)cc1	-9	-1.9	-3.6	-19	-3	-16	-1	-4	0	107
O=C(NC1CCN(Cc2ccccc2)CC1)c1cccc(S(=O)(=O)Nc2ccc(SC(F)F)cc2)c1	0	-2.9	1.5	-1	2	-4	-4	-10	-6	114
c1cnc2ccc(-c3ccc4ncccc4c3)cc2c1	1	/	2.6	-3	3	13	6	4	-7	105
CCOCCCNC(=O)c1cccc(OC2CCN(S(C)(=O)=O)CC2)c1	1	0.4	-0.7	-2	6	3	0	-1	0	109
Cc1nc(C(=O)O)sc1C1(C)CC(c2cccc([N+](=O)[O-])c2)=NO1 (stereo not given)	/	0.0	5.0	1	2	1	0	-4	-6	104
CC1(C)COC(/C=C/c2ccc([N+](=O)[O-])cc2)=N1	-2	-0.6	-0.9	0	1	15	-2	11	-3	99
Cc1ccccc1SCC(=O)Nc1cc(C(F)(F)F)ccc1N1CCOCC1	-1	0.1	-1.7	-11	0	23	-3	-20	2	103
Cc1ccc2c(C)c(C(=O)N3CCC(N4CCC(C(=O)NC5CC5)CC4)CC3)oc2c1	-2	-0.1	-1.9	2	5	10	-3	-4	-2	102
NC(=O)c1ccsc1NC(=O)c1cc(=O)c2ccccc2o1	/	-0.4	0.8	1	1	15	/	3	-4	100
CC1CCCC=CC2CC(OC(=O)CN(C)C)CC2C(O)C=CC(=O)O1 (stereo not given)	4	-0.7	-2.7	1	4	-8	-4	5	-3	85
COC(=O)c1nn(-c2ccccc2)c(-c2ccccc2)c1C(=O)c1ccccc1	-1	-0.8	-0.3	-3	-2	-5	/	-2	2	113
COc1ccc(N2CCN(C(CNC(=O)C(=O)NCCc3c[nH]c4ccccc34)c3ccco3)CC2)cc1 (stereo not given)	-4	1.1	0.8	5	2	10	-5	-9	-3	103
CCN1C(=O)C2C(c3cccc(F)c3)NC(CC)(C(=O)OC)C2C1=O (stereo not given)	-8	-1.0	-3.7	0	0	-3	1	-4	0	105
O=C(CN1CCN(c2ncccn2)CC1)N1CCCc2c1c(=O)oc1ccc(O)cc21	1	-0.7	-1.7	0	-6	-9	/	0	0	/
COc1ccc(CCN2CC(C(=O)N(C)Cc3ccc(C)o3)CCC2=O)cc1 (stereo not given)	1	0.2	-0.2	-4	-5	38	/	-3	-6	99

# Reprinted from the part before: two compounds; new compounds follow.
# Every second line gives: NSD2 inh	CAL PDZ FP-1	LANA DNA inh	DAGLB inhibitor	V-ATPase pHluor	Arrestin-AP2 inh	CAL PDZ FP-2	RTF Ca sens inh	Keap1-Nrf2 PPI	DSG3 Ab inh
O=C(CN1CCN(c2ncccn2)CC1)N1CCCc2c1c(=O)oc1ccc(O)cc21
    1	-0.7	-1.7	0	-6	-9	/	0	0	/
COc1ccc(CCN2CC(C(=O)N(C)Cc3ccc(C)o3)CCC2=O)cc1 (stereo not given)
    1	0.2	-0.2	-4	-5	38	/	-3	-6	99
O=C(/C=C/c1cccc([N+](=O)[O-])c1)NC(=S)Nc1cccc(NC(=O)c2ccccc2Cl)c1
    0	-0.5	-1.1	0	-1	-9	-3	3	-7	97
CCCn1c(=O)c(C(=O)NNC(=O)Cc2ccccc2)c(O)c2ccccc21
    4	-0.3	-1.9	5	2	23	-7	-8	3	102
CC12CCC(C(=O)Nc3ccccc3)(C(Br)C1=O)C2(C)C (stereo not given)
    0	-1.8	0.5	0	2	16	-4	-8	1	/
Fc1ccc(/C=N/NC(=S)Nc2cccnc2)cc1F
    -1	-1.1	-0.2	0	-3	0	4	-1	5	99
O=C(COC(=O)/C=C/c1ccc(Br)o1)NCCCN1CCCC1=O
    -1	0.8	0.5	0	0	-21	/	2	3	107
CS/C(=C\[N+](=O)[O-])Nc1ccc(OC(F)(F)F)cc1
    -2	-0.2	0.2	2	1	-2	2	-18	3	104
CC(=O)c1c(C)[nH]c(C(=O)N(C)CC(=O)Nc2ccc(Cl)c(C(F)(F)F)c2)c1C
    0	-2.5	0.6	3	2	20	-3	0	-3	102
O=C(NCCc1ccccc1)/C(=C\c1ccccc1)NC(=O)c1ccco1
    -4	-1.5	-1.1	-1	-6	5	-4	1	-2	100
Cc1cc(N2Cc3ccccc3C2)ccc1C=O
    20	-0.1	-2.5	1	5	12	-7	-5	3	110
O=CNc1c(Cl)cc2c(c1Cl)Cc1cc([N+](=O)[O-])ccc1-2
    6	0.3	-2.7	5	-1	0	-5	-2	2	85

# Individual results from the list:
# `CS/C(=C\[N+](=O)[O-])Nc1ccc(OC(F)(F)F)cc1` – DAGLB inhibitor = 2
# `CC1Cc2ccccc2N1C(=O)CCN1C(=O)C2C3C=CC(C3)C2C1=O` (stereo not given) – DSG3 Ab inh = 106
# `COc1ccc(N2CCN(C(CNC(=O)C(=O)NCCc3c[nH]c4ccccc34)c3ccco3)CC2)cc1` (stereo not given) – NSD2 inh = -4

# The list goes on:
# Every second line gives: NSD2 inh	CAL PDZ FP-1	LANA DNA inh	DAGLB inhibitor	V-ATPase pHluor	Arrestin-AP2 inh	CAL PDZ FP-2	RTF Ca sens inh	Keap1-Nrf2 PPI	DSG3 Ab inh
Clc1ccc(-c2ccc(SCc3ccccn3)nn2)cc1
    1	-2.1	1.7	-1	4	0	-3	6	1	95
O=C(O)c1cn(-c2ccccc2)nc1C(=O)O
    -1	/	-0.8	-2	5	-3	1	-5	1	/
Cc1ccc(-n2nc3ccc(NC(=O)c4ccco4)cc3n2)cc1
    -2	-0.2	1.6	-2	-2	-1	-1	-1	0	103
O=C(NCc1ccco1)N1c2ccccc2Sc2ccccc21
    1	-1.6	-1.8	2	-5	-7	1	-10	2	106
O=C(CC1SC(=Nc2ccccc2)N(Cc2ccccn2)C1=O)Nc1ccc(Br)cc1 (stereo not given)
    1	-2.8	1.6	-1	4	4	-2	1	0	93
COc1ccc2c(C)cc(SCC(=O)NCC3CCCO3)nc2c1 (stereo not given)
    6	-1.2	1.0	-2	-3	1	-6	-2	-5	108
O=C(COC(=O)c1ccccc1[N+](=O)[O-])c1ccc(C2CCCCC2)cc1
    5	-2.7	-0.2	-15	1	-3	-3	-6	6	107
COc1ccc(-n2c(=S)[nH]c3cc(C(=O)NCc4ccco4)ccc3c2=O)c(OC)c1
    5	-1.6	3.3	0	-1	10	-4	6	1	100
O=c1[nH]cnc2ccc([N+](=O)[O-])cc12
    /	-1.4	-0.9	0	1	-1	7	-2	-9	98
O=C(C[C@@H]1C/C=C\CCC(=O)OC[C@@H]2CCCN2C1=O)N[C@H](CO)Cc1ccccc1
    /	-1.9	-2.5	0	2	-1	0	-13	2	106

# Copied from the results shown (2 entries):
# Every second line gives: NSD2 inh	CAL PDZ FP-1	LANA DNA inh	DAGLB inhibitor	V-ATPase pHluor	Arrestin-AP2 inh	CAL PDZ FP-2	RTF Ca sens inh	Keap1-Nrf2 PPI	DSG3 Ab inh
O=c1[nH]cnc2ccc([N+](=O)[O-])cc12
    /	-1.4	-0.9	0	1	-1	7	-2	-9	98
O=C(C[C@@H]1C/C=C\CCC(=O)OC[C@@H]2CCCN2C1=O)N[C@H](CO)Cc1ccccc1
    /	-1.9	-2.5	0	2	-1	0	-13	2	106

# (listing goes on)
# Every second line gives: NSD2 inh	CAL PDZ FP-1	LANA DNA inh	DAGLB inhibitor	V-ATPase pHluor	Arrestin-AP2 inh	CAL PDZ FP-2	RTF Ca sens inh	Keap1-Nrf2 PPI	DSG3 Ab inh
CC(NC(=O)CN(C)S(=O)(=O)c1ccc2c(c1)c(=O)n(C)c(=O)n2C)c1ccccc1 (stereo not given)
    -7	-2.1	-0.6	-3	2	9	4	-3	-1	88
Cc1cc(Br)cc2c1NC(=O)C2(c1c(C)n(C)n(-c2ccccc2)c1=O)c1c(C)n(C)n(-c2ccccc2)c1=O
    /	-0.9	0.6	0	1	-2	-3	-21	0	98
Cc1nc2ccc(S(=O)(=O)NCC(=O)N3CCC(C)CC3)cc2s1
    5	/	-0.5	6	-1	3	-7	7	-2	109
O=C(Nc1nnc(-c2ccccc2SCc2ccccc2)s1)Nc1ccccc1F
    /	-0.6	-0.4	0	-1	2	-3	-7	1	/
COc1ccc(NC(=O)c2ccc(NC(=O)CCS(=O)(=O)c3cccs3)cc2)cc1
    1	-0.7	-0.6	-2	-2	38	/	1	0	/

# Screening results deposited in PubChem BioAssay by several laboratories.
